Source: PubChem BioAssay
E coli Lon inh = inhibitors of E. coli Lon protease; P0A9M0; purified E. coli Lon protease, fluorescence polarization; inhibition, % at 7.94 µM; 0.42% of 360,000 active; in the data active means inhibition above about 13%, passing the limit was not always enough;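 further: 0% = enzyme with probe and DMSO and 100% = no enzyme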
MsrA act = activates bovine MsrA enzyme | purified bovine MsrA, absorbance read-out | activation, % at 10.6 µM | 0.3% of 360,000 active; in the data active means activation above about 7.5%;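 further: 0% = vehicle and 100% = reference activator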
FAS TE block = blocks the thioesterase domain of human fatty acid synthase. 0.67% of 360,000 active. recombinant FAS-TE, OMFH fluorogenic substrate, fluorescence endpoint. P49327. inhibition, % at 15 µM;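 active means compounds whose normalised, plate-corrected inhibition of enzyme fluorescence in the single-dose primary screen is 50% or more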;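 further: 0% = DMSO with enzyme and 100% = substrate without enzyme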
Neddyl block = blocks human cullin neddylation; P61081+Q13564; TR-FRET cullin neddylation, biochemical; calls only at 25 µM; 0.58% of 360,000 active; AID 651699; in the data active means inhibition above about 36%
NRP1-CendR mod = alters CendR peptide binding to human NRP-1; O14786; FAM-RPARPAR peptide binding to NRP-1, fluorescence polarization; inhibition, % at 25 µM; 0.85% of 360,000 active;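 active means inhibition or corrected inhibition above about 18%, plus a signal ratio from 0.5 to 1.5, limit read from the data, passing the limit was not always enough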; further: strong numbers were not always called active
MT1-MMP act inh = MT1-MMP (human) activation inhibition | P50281 | HT1080 RFP-PRO-GFP cells, GFP/RFP ratio fluorescence, overnight; percent of plate control window, DMSO zero | GFP/RFP ratio change, % at 20 µM | 0.061% of 360,000 active;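 active means GFP/RFP ratio change of at least 30% with cell ATP level not reduced by more than half and red fluorescence within 50% of control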; further: strong numbers were not always called active
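Test system: HT1080 RFP-PRO-GFP cells; Benchmarks: DMSO and RFP-L50D-GFP cell wells; Timing: cells overnight before dosing, compound overnight, 37 °C, 5% CO2; Compound: one 20 µM compound dose with 1% DMSO; Read-out: GFP/RFP fluorescence ratio.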
SKN-1 block = inhibitors of C. elegans SKN-1; C. elegans VP596 Pgst-4::GFP/RFP ratio, acrylamide-induced, 24 h; 0.49% of 360,000 active; inhibition, % at 21.8 µM;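 active means interference check ratio from 0.5 to 1.5 plus GFP to RFP signal ratio inhibition reaching or exceeding a fixed threshold, cut at about 30% in these data, passing the limit was not always enough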; further: some compounds called inactive have numbers as strong as hits
MsrA inhibitor = inhibits bovine methionine sulfoxide reductase A | purified bovine MsrA, absorbance read-out | 0.75% of 360,000 active | inhibition, % at 15.5 µM | AID 651718; in the data active means inhibition above about 4.5%;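 further: 0% = vehicle wells with enzyme and 100% = reference inhibitor wells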
Rin1-Abl PPI inh = blocks binding of human Rin1 to Abl; TR-FRET Rin1/Abl binding, biochemical; P00519+Q13671; 0.4% of 360,000 active; inhibition, % at 7.35 µM; in the data active means inhibition above about 5%, passing the limit was not always enough
Target sequence (P00519 whole entry, looked up): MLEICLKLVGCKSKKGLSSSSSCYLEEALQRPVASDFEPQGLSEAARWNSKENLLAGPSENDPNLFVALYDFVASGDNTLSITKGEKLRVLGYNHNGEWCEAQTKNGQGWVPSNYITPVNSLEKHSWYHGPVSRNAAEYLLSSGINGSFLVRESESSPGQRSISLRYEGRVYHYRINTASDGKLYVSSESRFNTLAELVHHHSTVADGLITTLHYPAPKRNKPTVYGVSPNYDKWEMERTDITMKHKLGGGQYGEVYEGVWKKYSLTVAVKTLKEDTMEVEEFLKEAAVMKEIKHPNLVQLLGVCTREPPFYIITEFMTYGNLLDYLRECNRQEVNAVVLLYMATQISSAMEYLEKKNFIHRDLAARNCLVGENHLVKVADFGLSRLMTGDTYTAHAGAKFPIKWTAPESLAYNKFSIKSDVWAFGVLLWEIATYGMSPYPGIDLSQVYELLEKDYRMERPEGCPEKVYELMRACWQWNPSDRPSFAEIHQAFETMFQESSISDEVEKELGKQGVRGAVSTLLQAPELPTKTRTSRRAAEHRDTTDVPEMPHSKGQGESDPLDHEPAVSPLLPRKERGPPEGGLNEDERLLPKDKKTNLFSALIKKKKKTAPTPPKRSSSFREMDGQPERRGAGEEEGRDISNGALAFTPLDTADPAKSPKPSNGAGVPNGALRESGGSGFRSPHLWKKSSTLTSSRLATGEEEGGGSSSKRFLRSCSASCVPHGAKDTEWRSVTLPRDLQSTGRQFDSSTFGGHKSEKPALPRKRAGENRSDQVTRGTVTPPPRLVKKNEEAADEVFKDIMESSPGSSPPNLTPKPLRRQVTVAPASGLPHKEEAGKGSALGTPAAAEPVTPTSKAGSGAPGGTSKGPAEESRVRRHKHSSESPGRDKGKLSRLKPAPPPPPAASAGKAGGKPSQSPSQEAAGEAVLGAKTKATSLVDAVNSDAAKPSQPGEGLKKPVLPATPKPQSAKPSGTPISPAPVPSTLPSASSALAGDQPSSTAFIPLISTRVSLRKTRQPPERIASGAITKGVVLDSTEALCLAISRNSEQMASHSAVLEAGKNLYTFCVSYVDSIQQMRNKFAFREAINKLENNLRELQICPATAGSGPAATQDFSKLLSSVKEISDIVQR
Target sequence (Q13671 whole entry, looked up): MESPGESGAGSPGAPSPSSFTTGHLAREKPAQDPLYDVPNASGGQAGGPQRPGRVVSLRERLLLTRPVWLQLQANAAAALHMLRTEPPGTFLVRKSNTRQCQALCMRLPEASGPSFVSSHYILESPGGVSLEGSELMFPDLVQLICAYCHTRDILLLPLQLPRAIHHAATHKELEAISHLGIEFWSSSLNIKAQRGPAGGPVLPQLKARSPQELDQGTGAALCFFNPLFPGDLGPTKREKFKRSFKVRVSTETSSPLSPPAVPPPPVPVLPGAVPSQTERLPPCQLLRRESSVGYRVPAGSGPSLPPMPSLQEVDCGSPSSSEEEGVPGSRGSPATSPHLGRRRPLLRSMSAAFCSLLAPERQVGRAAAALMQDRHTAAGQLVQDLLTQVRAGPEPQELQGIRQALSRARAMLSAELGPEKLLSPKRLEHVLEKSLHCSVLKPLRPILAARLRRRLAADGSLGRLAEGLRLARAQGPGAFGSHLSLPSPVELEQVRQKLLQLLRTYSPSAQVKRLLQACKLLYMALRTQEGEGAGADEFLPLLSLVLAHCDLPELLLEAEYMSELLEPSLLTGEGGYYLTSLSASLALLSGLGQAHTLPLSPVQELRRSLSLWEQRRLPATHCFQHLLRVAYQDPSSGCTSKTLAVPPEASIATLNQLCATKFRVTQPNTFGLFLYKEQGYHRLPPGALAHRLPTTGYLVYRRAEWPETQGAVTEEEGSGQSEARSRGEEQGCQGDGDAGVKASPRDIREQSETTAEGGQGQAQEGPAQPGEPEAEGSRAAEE
Starred values were filed as active, the others as inactive; i = inactive; x = not tested or not shown.

1. COc1ccccc1NC(=O)Nc1nc(C(N)C2CCCCC2)cs1 (configuration not stated)
2. CS(=O)(=O)c1ncc(CO)n1Cc1ccccc1
3. CCN(CC)S(=O)(=O)c1cccc(NC(=O)COc2ccc(C#N)cc2OC)c1
4. COc1cc(C(c2sc3nc(C)nn3c2O)N2CCN(c3ccccc3)CC2)cc(OC)c1OC (configuration not stated)
5. O=C(CCc1nnc2n(Cc3ccc(Cl)cc3)c(=O)c3ccccc3n12)N1CCN(c2ccccn2)CC1
6. Cc1cccc(-c2nc3c(c(SCC(=O)N(C)C)n2)CCCC3)c1
7. O=C1C(NS(=O)(=O)c2cccs2)=C(N2CCN(c3cccc(Cl)c3)CC2)C(=O)c2ccccc21
8. O=C(Nc1nc2ccccc2s1)NC1CCCCC1
9. CCOC(=O)c1c(NC(=O)CSc2nnc(-c3c[nH]c4ccccc34)n2CCOC)sc2c1CCCCC2
10. CC(=O)c1ccc(OCC(O)CN2CCN(c3ccccn3)CC2)cc1 (configuration not stated)
screen / no.	1	2	3	4	5	6	7	8	9	10
E coli Lon inh	0	7	-3	2	2	0	19*	-4	-9	-1
MsrA act	-5	-8	-1	-1	-1	1	0	-5	0	6
FAS TE block	-8	-9	9	-10	33	8	25	1	20	-2
Neddyl block	i	i	i	i	i	i	i	i	i	i
NRP1-CendR mod	-2	-1	-12	-4	10	16	40*	11	3	-13
MT1-MMP act inh	-9	1	4	3	-1	-1	6	2	-1	5
SKN-1 block	0	2	6	7	-1	4	10	17	0	21
MsrA inhibitor	0.6	-0.6	-0.9	2.2	x	1.3	1.0	-0.5	2.9	0.7
Rin1-Abl PPI inh	-1	3	-3	1	0	1	-5	3	4	9.3*

11. Cn1cc(C(c2ccccn2)c2cn(C)c3ccccc23)c2ccccc21
12. CC(C)CC(=O)N1CCN(C(=O)c2ccc(-c3ccccc3)cc2)CC1
13. COc1cccc2c(O)cc(=O)n(C)c12
14. CC(=O)c1cccc(N(C(=O)c2ccco2)C(C(=O)NC2CCCC2)c2ccccc2F)c1 (configuration not stated)
15. Cc1cc(C(F)(F)F)n2nc(-c3sccc3-n3cccc3)cc2n1
16. O=C(COC(=O)c1ccccc1NCCO)Nc1ccc(S(=O)(=O)NC2=NCCCCC2)cc1
17. O=C(CC(O)CCc1ccccc1)c1ccc(O)cc1 (configuration not stated)
18. COc1cc(NC(=S)Nc2cccnc2)cc(OC)c1
19. CN(C(=O)c1cccc(NC(=O)Cc2ccc(NC(=O)C3CCCN(C(=O)C4CCCC4)C3)cc2)c1)C1CC1 (configuration not stated)
20. CCOc1ccc(OCCC(=O)NNC(=O)c2cc(OC)c(OC)c(OC)c2)cc1
screen / no.	11	12	13	14	15	16	17	18	19	20
E coli Lon inh	-6	-1	-7	1	-1	-9	-10	-1	-1	-13
MsrA act	-2	1	-5	1	-6	-5	0	-2	-2	-4
FAS TE block	21	-4	-13	-2	22	-5	-4	-2	-8	-2
Neddyl block	i	i	i	i	i	x	i	i	i	i
NRP1-CendR mod	-7	4	20*	0	-15	-1	7	1	6	-1
MT1-MMP act inh	-13	4	-3	1	2	2	9	2	9	2
SKN-1 block	21	-1	11	-6	-18	-24	16	-4	-9	14
MsrA inhibitor	-0.1	0.1	1.0	-0.7	0.3	1.2	0.4	-0.3	2.6	2.6
Rin1-Abl PPI inh	-3	1	-1	0	-2	-3	0	-1	-3	0

An excerpt from above in order of number of heavy atoms, ascending.
12. CC(C)CC(=O)N1CCN(C(=O)c2ccc(-c3ccccc3)cc2)CC1
11. Cn1cc(C(c2ccccn2)c2cn(C)c3ccccc23)c2ccccc21
14. CC(=O)c1cccc(N(C(=O)c2ccco2)C(C(=O)NC2CCCC2)c2ccccc2F)c1 (configuration not stated)
screen / no.	12	11	14
E coli Lon inh	-1	-6	1
MsrA act	1	-2	1
FAS TE block	-4	21	-2
Neddyl block	i	i	i
NRP1-CendR mod	4	-7	0
MT1-MMP act inh	4	-13	1
SKN-1 block	-1	21	-6
MsrA inhibitor	0.1	-0.1	-0.7
Rin1-Abl PPI inh	1	-3	0

(more compounds)
21. Cn1c(=O)c(N=O)c(N)n(Cc2ccccc2)c1=S
22. CC(C)c1ccc(C(=O)N2CCOCC2c2cc(C(=O)Nc3ccccc3)no2)cc1 (configuration not stated)
23. CC1Cc2ccccc2N1C(=S)NC1CCCC1 (configuration not stated)
24. COc1ccc(NC(=O)C2(c3ccc(NC(=O)c4ccc(OC)cc4)cc3)CCCC2)cc1
25. O=C(CN1C(=O)NC2(CCCC2)C1=O)N1CCCSC1=Nc1ccccc1
26. O=Cc1cn(CC(=O)Nc2ccccc2)c2ccccc12
27. CCN(CC)CCN(CC(=O)Nc1c(C)cc(C)cc1C)C(=O)c1ccccc1
28. Cc1cc(NC(=O)C(C)SCC(=O)Nc2ccccc2N2CCCC2)no1 (configuration not stated)
29. COc1cccc(NC(=O)CN(C)C(=O)c2cccc(NS(=O)(=O)c3ccc(Br)cc3)c2)c1
30. CCCCNS(=O)(=O)c1ccc2nc(SCC(=O)Nc3cccc(F)c3)[nH]c2c1
screen / no.	21	22	23	24	25	26	27	28	29	30
E coli Lon inh	-6	5	-8	-4	-3	-5	11	-16	-8	-6
MsrA act	-5	-2	-3	-3	-2	-2	-7	-2	-2	-4
FAS TE block	-2	12	8	-7	-6	0	-4	-6	11	-13
Neddyl block	i	i	i	x	i	i	i	i	i	i
NRP1-CendR mod	-11	-6	-6	9	1	3	4	-3	0	-13
MT1-MMP act inh	1	0	-1	1	3	3	-1	-1	4	-1
SKN-1 block	-4	1	3	-1	-13	4	6	-11	-8	4
MsrA inhibitor	0.6	1.8	-0.4	1.2	1.3	1.0	0.9	-0.2	0.8	-1.3
Rin1-Abl PPI inh	-4	-5	4	1	-3	0	-3	1	2	1

Compound profiles (already shown). Order of screens: E coli Lon inh	MsrA act	FAS TE block	Neddyl block	NRP1-CendR mod	MT1-MMP act inh	SKN-1 block	MsrA inhibitor	Rin1-Abl PPI inh
CCN(CC)CCN(CC(=O)Nc1c(C)cc(C)cc1C)C(=O)c1ccccc1 is entered as 11	-7	-4	i	4	-1	6	0.9	-3
CC1Cc2ccccc2N1C(=S)NC1CCCC1 (configuration not stated) is entered as -8	-3	8	i	-6	-1	3	-0.4	4
COc1cccc(NC(=O)CN(C)C(=O)c2cccc(NS(=O)(=O)c3ccc(Br)cc3)c2)c1 is entered as -8	-2	11	i	0	4	-8	0.8	2
Cc1cc(NC(=O)C(C)SCC(=O)Nc2ccccc2N2CCCC2)no1 (configuration not stated) is entered as -16	-2	-6	i	-3	-1	-11	-0.2	1

(listing goes on)
31. COC(=O)[C@@H]1CCCN1Cc1nc(Cc2ccccc2F)no1
32. COC(=O)c1c(C(=O)OC)c(-c2ccc(F)cc2)n2c1CSC2
33. CN(C)C(=O)CCc1ccc2c3c([nH]c2c1)[C@]1(C)[C@@H](C(=O)N2CCCCC2)C[C@H](CC(=O)NCCC2=CCCCC2)C(=O)N1CC3
34. CCC(CO)Oc1cc(NCc2ccccc2O)c2ncn(C(C)C)c2c1 (configuration not stated)
35. CCNc1ccc(C(=O)OCC(=O)NC(=O)NCC(C)C)cc1[N+](=O)[O-]
36. CCC[C@H]1CN(c2ccccc2)C(=O)[C@@H]1CC(=O)Nc1ccc(OC)cc1
37. CCOc1ccccc1OCCCC(=O)Nc1sccc1C(N)=O
38. Cc1ccc(CC2CC(=O)N(CCc3ccc4c(c3)OCO4)C2=O)cc1 (configuration not stated)
39. CN(/N=C/c1ccc(Cl)cc1)c1ncc(Cl)cc1C(F)(F)F
40. OCc1ccccc1CN1CCCCCC1
screen / no.	31	32	33	34	35	36	37	38	39	40
E coli Lon inh	-8	-5	-7	-6	0	0	-11	7	0	-1
MsrA act	7	-3	1	-1	-3	-4	-3	2	-2	-2
FAS TE block	-3	-3	1	-9	0	5	-4	13	26	-2
Neddyl block	i	i	i	i	i	i	i	i	i	i
NRP1-CendR mod	2	3	10	-10	4	-6	-12	-2	-4	8
MT1-MMP act inh	1	0	-1	4	5	-2	-2	8	3	-4
SKN-1 block	-2	4	10	6	9	-6	-7	-3	0	8
MsrA inhibitor	-0.6	5.6*	0.7	-0.7	0.3	0.7	-0.7	-0.2	0.3	-1.7
Rin1-Abl PPI inh	0	0	-3	2	-4	0	-2	-4	2	2

41. N#CC1=C(N)C(C#N)(C#N)[C@H](c2ccsc2)[C@H]2COCC=C12
42. Cn1c(-c2ccc(F)cc2)cnc1NCc1ccccc1F
43. COC(=O)c1sc(NC(=O)C2c3ccccc3Oc3ccccc32)c(C(=O)OC)c1C
44. CCOC(=O)[C@]12CCC=C1N(Cc1ccccc1)C(=O)[C@H](CC(=O)NCCc1ccccc1OC)C2
45. O=C(c1ccccc1C(=O)N1CCN(c2ccccc2F)CC1)N1CCN(c2ccccc2F)CC1
46. COc1ccc(C(N)c2csc(NC(=O)Nc3ccccc3C(C)(C)C)n2)cc1 (configuration not stated)
47. CCCOc1ccc(/C=C/C(=O)O)cc1OC
48. COc1ccc(OCC(=O)NS(=O)(=O)c2ccccc2)cc1
49. CCOc1ccc(C(=O)CN2CCN(S(=O)(=O)c3ccc(Cl)cc3)CC2)cc1
50. O=C1OCCN1N=Cc1ccco1
screen / no.	41	42	43	44	45	46	47	48	49	50
E coli Lon inh	-3	-1	2	-8	0	0	2	-3	6	0
MsrA act	-3	-1	-4	-1	1	-6	-1	-4	-1	-2
FAS TE block	-2	-4	19	-1	5	-7	-4	-4	-1	-7
Neddyl block	i	i	i	i	i	i	i	i	i	i
NRP1-CendR mod	-24	14	0	-3	18	-4	-3	8	8	15
MT1-MMP act inh	-31	-1	-3	-1	-4	-33	0	2	x	3
SKN-1 block	3	8	-4	4	-8	-1	-2	0	14	-4
MsrA inhibitor	0.4	-0.7	0.3	-0.9	-1.2	-0.2	0.7	-0.9	1.2	0.0
Rin1-Abl PPI inh	-3	1	-3	x	1	0	1	6	-5	0

51. CCOC(=O)c1ccc(NC(=O)c2ccccc2N(C)S(=O)(=O)c2ccccc2)cc1
52. CN(C)C(=O)CCCc1nc(-c2ccc(Cl)cc2)no1
53. Cc1cccc(C)c1NC(=O)COC(=O)c1ccc(N2CCCC2)c([N+](=O)[O-])c1
54. CSc1nc(C)nc(C2CC2)c1C#N
55. CCc1cc(=O)oc2cc(C)cc(OCC(=O)NCCc3c[nH]c4ccccc34)c12
screen / no.	51	52	53	54	55
E coli Lon inh	-10	-5	-8	6	-5
MsrA act	-2	-3	-2	-2	-1
FAS TE block	32	-4	5	0	25
Neddyl block	i	i	i	i	i
NRP1-CendR mod	-4	15	-15	0	-1
MT1-MMP act inh	-2	2	-2	-1	3
SKN-1 block	2	17	0	10	-3
MsrA inhibitor	1.4	0.1	0.7	0.3	-0.5
Rin1-Abl PPI inh	-3	0	0	2	1

Quoted from the listing.
`CCC(CO)Oc1cc(NCc2ccccc2O)c2ncn(C(C)C)c2c1` (configuration not stated) | MsrA inhibitor: -0.7
`Cc1cc(C(F)(F)F)n2nc(-c3sccc3-n3cccc3)cc2n1` | SKN-1 block: -18
